# Mtb BioA inh = blocks M. tuberculosis BioA enzyme activity. purified M. tuberculosis BioA enzyme, plate reader. inhibition, % at 9.99 µM. 360,000 compounds, 0.096% hits. AID 602481; in the data active = inhibition above about 40%
# Mtb UGM inh = inhibitors of M. tuberculosis UDP-galactopyranose mutase. P9WIQ1. 320,000 compounds, 0.06% hits. inhibition, % at 10 µM. purified UGM, fluorescence polarization probe displacement; in the data active = inhibition above about 10%, passing the limit was not always enough
# Target sequence (P9WIQ1 whole entry, looked up): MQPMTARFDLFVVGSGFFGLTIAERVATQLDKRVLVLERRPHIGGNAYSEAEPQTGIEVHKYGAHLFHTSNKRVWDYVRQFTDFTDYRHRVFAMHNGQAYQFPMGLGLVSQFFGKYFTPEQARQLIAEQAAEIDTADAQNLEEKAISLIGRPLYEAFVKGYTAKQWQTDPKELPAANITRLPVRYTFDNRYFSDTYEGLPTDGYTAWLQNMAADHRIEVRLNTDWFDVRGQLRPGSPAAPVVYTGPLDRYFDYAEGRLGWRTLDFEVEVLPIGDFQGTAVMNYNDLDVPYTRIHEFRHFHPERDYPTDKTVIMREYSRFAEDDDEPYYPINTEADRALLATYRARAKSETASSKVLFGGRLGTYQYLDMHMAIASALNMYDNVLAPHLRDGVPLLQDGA
# Mtb FBA inh = Mtb fructose-bisphosphate aldolase inhibition; P9WQA3; purified M. tuberculosis FBA, fluorescence read-out; inhibition, % at 1 µM; 360,000 compounds, 2.3% hits; in the data active = inhibition above about 27%;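 also: 0% = vehicle and 100% = reference inhibitor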
# Target sequence (P9WQA3 whole entry, looked up): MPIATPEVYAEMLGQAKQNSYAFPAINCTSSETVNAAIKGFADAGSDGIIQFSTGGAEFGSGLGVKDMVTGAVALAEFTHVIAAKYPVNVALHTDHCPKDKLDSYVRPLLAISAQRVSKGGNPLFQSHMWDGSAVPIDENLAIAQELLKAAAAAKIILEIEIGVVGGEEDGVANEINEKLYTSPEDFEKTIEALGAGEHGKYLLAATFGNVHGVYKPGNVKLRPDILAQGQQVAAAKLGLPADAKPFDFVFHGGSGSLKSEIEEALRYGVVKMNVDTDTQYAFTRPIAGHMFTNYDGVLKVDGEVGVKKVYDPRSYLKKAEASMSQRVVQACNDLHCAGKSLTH
# TcdB GH inh = blocks C. difficile toxin B glycohydrolase activity. P18177. TcdB glycohydrolase enzymatic assay, plate reader. inhibition, % at 9.99 µM. 350,000 compounds, 0.24% hits; in the data active = inhibition above about 10%
# GDH-TPI counter = GDH-TPI coupled enzyme inhibition counter-screen. AID 588335. inhibition, % at 4.8 µM. GDH-TPI coupled enzyme counterscreen, NADH absorbance. 360,000 compounds, 1.2% hits; in the data active = inhibition above about 30%;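 also: 0% = DMSO wells and 100% = wells lacking the enzyme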
# Y pestis TopoI = inhibitors of Yersinia pestis topoisomerase I | Y. pestis Topo-I cleavage product accumulation, plate reader | activity, % at 10 µM | 360,000 compounds, 0.064% hits | AID 504884; in the data active = activity above about 50%, passing the limit was not always enough; also: inactives centre near 2
# FadD28 FP inh = inhibitors of Mycobacterium tuberculosis FadD28 bisubstrate binding. FadD28 bisubstrate probe binding, fluorescence polarization. inhibition, % at 12.5 µM. 360,000 compounds, 0.22% hits; in the data active = inhibition above about 8.5%, passing the limit was not always enough
# PfHsp40 yeast = restores yeast growth despite PfHsp40 toxicity. S. cerevisiae expressing PfHsp40, growth rescue, ATP luminescence. growth rescue, % at 12.5 µM. 340,000 compounds, 0.68% hits. AID 504582; in the data active = growth rescue above about 28%, passing the limit was not always enough;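 also: yeast W303a lacking pdr1 and pdr3 grown in galactose medium; growth measured after three days at 30 °C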
# Vc quorum ag = induces V. cholerae light production without autoinducers; activation, % at 18.7 µM; 350,000 compounds, 0.16% hits; V. cholerae BH1578 lux reporter, luminescence, 6 h; AID 588436; in the data active = activation mostly above about 9.7%, no sharp cut-off; also: not every result past the cut was called active; inactives centre near 0; reference of the scale not given here
# * = called active by the depositor; i = inactive; . = not tested or not shown.
SMILES,Mtb BioA inh,Mtb UGM inh,Mtb FBA inh,TcdB GH inh,GDH-TPI counter,Y pestis TopoI,FadD28 FP inh,PfHsp40 yeast,Vc quorum ag
CN(C)c1ccc(CN2CC=C(c3ccc(F)cc3)CC2)cc1,1.9,0.6,2,.,9,31,-0.4,-0.4,-1.4
CCn1c(SCC(=O)NCCOc2ccccc2)nc2ccccc2c1=O,-0.8,-1.1,1,.,0,5,-4.4,-2.1,-3.4
CN(C)C(=O)c1ccc(NC(=O)CN2CCc3cc4c(cc3C2)OCCCO4)cc1,-3.4,3.3,3,0.9,7,-6,0.3,-1.0,-0.5
CC1(C)CC(NC(=O)c2cc(S(=O)(=O)N3CCCCC3)ccc2Cl)CC(C)(C)N1,-2.1,3.3,-1,1.4,-7,0,-5.4,-0.8,0.2
Cc1ccc(C(=O)NNC(=O)CCC(=O)NCc2ccccc2)cc1Br,0.0,1.9,0,0.1,2,7,-0.9,0.4,-0.4
COc1ccc2oc(=O)c(NC(=O)C3CCCCC3)cc2c1,-1.3,.,4,.,4,2,-1.7,-0.4,-0.2
OC(c1ccccc1)C(Nc1ccccn1)c1ccccc1 (centres undefined),.,.,2,0.7,0,8,-1.9,0.4,.
COc1ccccc1Cn1c(C)c(C(=O)NCc2ccc(C#N)cc2)sc1=O,-0.4,.,-1,0.6,-1,19,-2.4,.,-1.0
Cc1ccc2nc(C)c(C(=O)N/N=C/c3cccs3)n2c1,.,-0.8,1,-0.5,37*,3,-1.0,-2.4,-3.3
CCN(CC)c1ccc(NC(=S)NC(=O)Cc2ccccc2)cc1,-0.3,3.3,-5,.,10,15,-0.2,0.0,-1.0
CCOc1ccc(N2C(=O)CC(NCCNc3ccc(C(=O)c4cccs4)cc3)C2=O)cc1 (centres undefined),.,1.2,0,0.2,26,25,-2.7,1.2,-0.3
O=C1COc2cc(ccc2[N+](=O)[O-])Oc2ccc(cc2Cl)C(=O)CCCCO1,0.3,2.7,0,-0.1,5,-4,-0.1,-0.3,i
O=C(CCN1C(=O)/C(=C/c2ccc(F)cc2)SC1=S)Nc1cccnc1,0.5,-0.5,-3,0.6,-9,-2,-4.3,-0.3,-0.3
O=C(Nc1ccccc1)Nc1nc(-c2ccc(Cl)cc2)cs1,-1.0,4.8,1,0.7,2,-6,-3.4,-0.2,-0.6
O=C(Cc1n[nH]c(=O)c2ccccc12)N/N=C/c1cc2c(cc1Cl)OCO2,-1.9,5.3,2,0.7,12,-7,1.5,0.5,-6.9
CCCOc1ccc(C2c3c(oc4ccccc4c3=O)C(=O)N2CCN(CC)CC)cc1OC (centres undefined),3.6,1.7,-3,.,15,-14,-3.9,-1.5,-1.4
O=Cc1cccc(OCc2cn(CC(=O)c3ccc(O)cc3)nn2)c1,.,.,-2,0.6,14,1,-0.5,.,-0.2
O=C(CCC(=O)NNC(=O)c1ccc([N+](=O)[O-])cc1)NCc1ccccc1,-0.9,-1.1,-1,0.3,11,-4,-0.5,-0.4,-0.2
CC1CCN(C(=O)c2cc(Cl)ccc2NC(=O)c2ccco2)CC1,-0.6,-1.3,0,1.0,4,7,-5.0,-2.5,-0.2
O=C1Nc2ccc(Br)cc2C(c2ccccc2)=NC1O (centres undefined),2.5,-0.6,-1,0.6,8,-6,-1.1,-0.3,-0.6
CCc1ccc(-c2cc(C(=O)O)c3ccccc3n2)s1,0.0,4.0,152*,1.9,38*,-2,-2.6,-1.2,-1.0
Cc1ccc(NC(=O)C2CCN(S(C)(=O)=O)CC2)cc1Cl,1.6,-1.3,4,1.2,-2,2,-0.4,-2.5,i
COC(=O)c1cc(OC)c(OC)cc1NC(=O)c1c(-c2ccccc2Cl)noc1C,1.9,1.9,-1,.,10,25,-4.1,0.3,1.4
CCOc1ccc(C(=O)N/N=C/c2cccc3cccnc23)cc1,-4.7,-0.1,8,.,20,-1,-4.0,0.3,-0.4
O=C(Oc1ccccc1C(=O)Nc1ccccc1)c1ccccc1Br,-0.5,-1.1,2,-8.1,7,10,-3.1,1.3,i
# Going on with the list:
SMILES,Mtb BioA inh,Mtb UGM inh,Mtb FBA inh,TcdB GH inh,GDH-TPI counter,Y pestis TopoI,FadD28 FP inh,PfHsp40 yeast,Vc quorum ag
Cc1nc(C(F)(F)F)ccc1C(=O)Nc1ccccc1N1CCOCC1,0.6,1.9,-2,0.9,4,2,-1.6,0.6,i
Cc1nc(NC(=O)c2cc(-n3cnnc3)ccc2Cl)ccc1Br,0.2,-1.6,3,.,-13,5,-3.5,-1.7,i
c1ccc(Cn2cc(-c3ccccc3)cn2)cc1,-2.7,-1.5,-1,1.2,7,6,0.0,-0.3,-4.5
C=CCOc1ccc(/C=C/C(=O)OCC(=O)NCC2CCCO2)cc1 (centres undefined),.,0.0,1,2.2,0,2,-2.7,1.2,i
CC1CN(C(=O)c2c(Br)cnn2C)CC(C)O1 (centres undefined),.,-2.6,-3,.,3,-1,-0.7,-0.9,-0.2
O=C(NC1CCN(C(=O)Nc2ccccc2Cl)CC1)c1ccccc1,.,2.1,0,0.9,1,-2,0.0,-1.4,i
N=C1C(=O)OCC1c1cc(Cl)ccc1NC(=O)Nc1ccccc1 (centres undefined),1.7,-0.9,1,.,3,2,-1.1,0.2,-0.7
Cc1c2cnn(CC(=O)NCCCN3CC(C)CC(C)C3)c(=O)c2c(C)n1Cc1ccc(Cl)cc1 (centres undefined),22,0.5,-3,-0.7,10,37,-4.0,0.2,i
Cc1ccccc1C1=NCC(=O)N(CC(=O)N2CCCCC2)c2sc(C)c(C)c21,-5.8,-1.9,0,.,18,9,-0.1,0.8,-1.7
Cc1ccc(N(CC(=O)N2CCN(C3CCCCC3)CC2)S(=O)(=O)c2cccnc2)cc1,.,1.0,1,.,-4,26,-2.9,-0.8,i
CCOC(=O)C(=NC(C)C)NNc1cc(Cl)ccc1Cl,.,-0.9,-2,-0.2,0,-3,-1.7,0.9,-0.3
Cc1cc(C(=O)COc2ccc(F)cc2Br)c(C)n1C,0.2,-0.2,1,0.0,4,8,-2.4,0.2,-0.5
O=C(O)c1cc(Cl)c2c(c1)OCO2,.,1.1,6,-1.5,8,1,-0.9,0.0,i
CC1=C/C(=C\c2ccc3c(c2)OCO3)C(=O)S1,0.2,1.2,-16,.,-6,-7,-4.2,11,i
COc1cc(C(C)=O)ccc1Oc1ncnc2c1cnn2-c1ccc(F)cc1,0.9,1.1,7,.,-14,-6,-1.8,-1.1,i
COC(=O)CNC(=O)CNC(=O)Nc1ccccc1,-0.3,0.4,-1,-0.3,3,1,-1.9,0.2,i
COc1ccccc1C(=O)NC(=O)COC(=O)C1CC1C (centres undefined),8.5,3.3,4,0.3,2,-1,-0.6,-0.3,0.6
O=C(CCn1c(SCC(=O)c2ccccc2)nc2ccccc2c1=O)NCc1ccc(F)cc1,-2.7,1.3,0,.,16,4,-0.4,0.9,-0.4
COc1ccc2[nH]c(=O)c(CNc3ccccc3C)cc2c1,.,-0.6,14,1.0,5,-1,-4.8,0.3,-0.5
Cc1ccc(CNCCC2=CCCCC2)cc1,-0.4,0.0,1,.,7,27,-1.5,-0.4,-0.2
Oc1ccc2ccccc2c1C1Nc2cccc3cccc(c23)N1,.,-1.9,-6,-1.4,-2,-27,1.9,1.9,i
CN(C)C1(CNC(=O)C2CCN(S(=O)(=O)c3cccc(C(F)(F)F)c3)CC2)CCCCC1,-0.6,1.3,-2,1.4,0,-10,-2.7,-0.1,i
COc1ccc2[nH]c3c(c2c1)CCN1C(=O)C(CC(=O)NCCCN(C)C)C[C@H](C(=O)N(C(C)C)C(C)C)[C@@]31C (some centres undefined),0.5,.,-1,-0.4,7,-7,-2.7,-1.1,-1.9
CCN(CC)C(=O)c1[nH]cnc1C(=O)Nc1ccon1,-0.8,1.1,-1,0.2,-3,-5,-1.5,-2.0,-0.3
O=C(NCc1ccncc1)/C(=N/O)c1ccccc1,0.4,-0.9,7,.,8,-5,1.4,-0.6,-0.6

# Pulled one by one from the list above, 2 records:
SMILES,Mtb BioA inh,Mtb UGM inh,Mtb FBA inh,TcdB GH inh,GDH-TPI counter,Y pestis TopoI,FadD28 FP inh,PfHsp40 yeast,Vc quorum ag
Cc1cc(C(=O)COc2ccc(F)cc2Br)c(C)n1C,0.2,-0.2,1,0.0,4,8,-2.4,0.2,-0.5
Cc1ccc(CNCCC2=CCCCC2)cc1,-0.4,0.0,1,.,7,27,-1.5,-0.4,-0.2

# Continued.
SMILES,Mtb BioA inh,Mtb UGM inh,Mtb FBA inh,TcdB GH inh,GDH-TPI counter,Y pestis TopoI,FadD28 FP inh,PfHsp40 yeast,Vc quorum ag
CC(=O)N1c2ccc(S(=O)(=O)NCCC(=O)NCc3ccc(F)cc3)cc2CC1C (centres undefined),0.4,1.1,8,2.2,4,4,-0.4,-1.2,i
COc1ccc(CN2CC(=O)N(c3cc(Cl)ccc3OC)C2=S)cc1OC,-0.7,-0.6,26,2.0,5,3,-4.3,1.4,-1.6
CCSc1nnc(NC(=O)c2csc3c2CCCC3)s1,-0.7,0.2,7,.,9,1,-0.8,16,i
CC(C)NCC(O)c1ccc(O)c(O)c1 (centres undefined),-0.8,-1.7,5,-26,2,1,-2.1,0.0,-0.8
COc1ccc(CNC(=O)CSCc2ccccc2Cl)cc1,.,1.3,2,.,-1,-3,0.6,2.3,-0.3
CCCCn1c(N)c(N(CC)C(=O)c2ccccc2C)c(=O)[nH]c1=O,-0.4,-0.6,-6,2.4,5,-6,.,1.1,-0.3
CN(C)/C=C/C(=O)c1ccc(F)cc1,-0.6,4.1,0,.,28,0,-1.2,-0.3,-0.3
COc1cccc(/C=N/NC(=O)c2ccc(-n3cnnn3)cc2)c1,-0.5,.,1,0.5,6,-6,-2.6,-0.4,i
C=CCN=C1SC(C)C(=O)N1S(=O)(=O)c1ccccc1 (centres undefined),-1.0,0.3,-11,-0.1,-9,-10,-1.7,-0.6,-0.2
C=CCOn1c(=O)c(-c2cccs2)[n+]([O-])c2ccccc21,-3.8,1.0,8,.,14,-14,1.5,0.8,i
CSc1ncccc1C(=O)Nc1cccc(C)n1,0.4,-0.7,-1,0.9,-7,0,-3.1,-1.4,-0.6
Cc1cccc(C)c1NC(=S)Nc1c(C)n(C)n(-c2ccccc2)c1=O,.,1.2,3,-0.3,-3,0,-0.9,-1.4,i
O=C(N/N=C/c1ccsc1)c1ccc2c(c1)OCO2,0.4,2.2,-2,0.8,12,0,-0.9,16,-1.4
CCOc1ccc(NC(=O)CN2CCN(C(=O)C3CCCO3)CC2)cc1 (centres undefined),-0.2,0.0,1,1.0,7,0,0.5,-0.7,-0.3
Cc1ccccc1CC(=O)Nc1ccon1,1.4,1.0,0,-1.3,-5,5,-2.0,-1.3,i
Cn1c(=O)c(Sc2ccccc2)c(O)c2ccccc21,.,1.4,3,0.0,0,0,-2.1,1.3,-0.9
CS(=O)(=O)Nc1cccc(-c2cc(NC=O)c3ncc(-c4ccc(F)cc4)n3c2)c1,0.1,.,5,1.6,16,11,1.5,.,i
COc1ccc(OCC(O)CN2CCCC2)cc1 (centres undefined),8.2,1.7,-7,0.2,-12,-4,-4.6,-0.4,0.0
CC(NC(=S)NCc1ccccc1)C12CC3CC(CC(C3)C1)C2 (centres undefined),.,-1.7,-2,0.0,-5,8,-0.8,-0.2,-0.6
COc1ccc(C2CC(c3ccc4ccccc4c3OC(C)=O)=NN2C(=O)/C=C/c2ccccc2)cc1 (centres undefined),-2.6,2.1,1,0.6,2,12,-4.5,0.7,-0.4
Cc1c(C=Nc2ccc(S(=O)(=O)N(C)C)cc2)c(O)[nH]c(=O)c1C#N,0.4,4.0,2,-4.4,26,7,-0.1,-0.9,-1.1
COc1ccc(N2CCN(S(=O)(=O)c3ccc(-c4cnc(C5CC5)o4)cc3)CC2)cc1,-0.9,-2.3,0,.,5,15,0.3,1.2,-0.9

# Ordered by count of non-hydrogen atoms (low to high): part of the list above
SMILES,Mtb BioA inh,Mtb UGM inh,Mtb FBA inh,TcdB GH inh,GDH-TPI counter,Y pestis TopoI,FadD28 FP inh,PfHsp40 yeast,Vc quorum ag
CCCCn1c(N)c(N(CC)C(=O)c2ccccc2C)c(=O)[nH]c1=O,-0.4,-0.6,-6,2.4,5,-6,.,1.1,-0.3
CCOc1ccc(NC(=O)CN2CCN(C(=O)C3CCCO3)CC2)cc1 (centres undefined),-0.2,0.0,1,1.0,7,0,0.5,-0.7,-0.3
CS(=O)(=O)Nc1cccc(-c2cc(NC=O)c3ncc(-c4ccc(F)cc4)n3c2)c1,0.1,.,5,1.6,16,11,1.5,.,i

# Bioassay records from PubChem.
